Screening data from PubChem.
PrPC TRFRET: reduces human prion protein on the cell surface. 0.43% of 370,000 active. cell surface PrPC, TR-FRET read-out. P04156. inhibition, % at 13.8 µM. AID 720596; in the data active = inhibition above about 24%; also: 0% = median of the test wells and 100% = reference compound wells
TcdB inh: blocks C. difficile toxin B glycohydrolase activity | 0.24% of 350,000 active | inhibition, % at 9.99 µM | P18177 | TcdB glycohydrolase enzymatic assay, plate reader; in the data active = inhibition above about 10%
Anthrax LF inh2: inhibitors of Bacillus anthracis lethal factor protease; inhibition, % at 10 µM; 0.12% of 360,000 active; P15917; AID 588501; multiplex microsphere protease cleavage assay, LF; also: plate controls were buffer without enzyme for full effect and enzyme alone for no effect
SSB-PriA inh: inhibitors of Klebsiella pneumoniae PriA binding to SSB C-terminal tail. AlphaScreen SSBct-PriA binding, biotinylated peptide. inhibition, % at 33 µM. 0.6% of 430,000 active. AID 1272365; in the data active = inhibition mostly above about 37%, no sharp cut-off; inactive = mostly below about 20%;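 also: plate controls were negative control peptide for no effect and reference peptide for full effect; strong numbers were not always called active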
Vc quorum ag: inducers of Vibrio cholerae quorum light production without autoinducers; V. cholerae BH1578 lux reporter, luminescence, 6 h; activation, % at 18.7 µM; 0.16% of 350,000 active; AID 588436; in the data active = activation mostly above about 9.7%, no sharp cut-off; inconclusive = no clear call, values can overlap the other calls; inactive = mostly below about 3.7%; also: not every result past the cut was called active; inactives centre near 0; reference of the scale not given here
SARS 3CLpro inh: SARS-CoV 3CLpro protease inhibition; P0C6X7; recombinant SARS-CoV 3CLpro, quenched FRET peptide cleavage; inhibition, % at 6 µM; 0.14% of 290,000 active; AID 1706; in the data active = inhibition above about 12%
PfHsp40 yeast: compounds rescuing yeast from Plasmodium falciparum HSP40 toxicity. S. cerevisiae expressing PfHsp40, growth rescue, ATP luminescence. growth rescue, % at 12.5 µM. 0.68% of 340,000 active. AID 504582; in the data active = growth rescue above about 28%, passing the limit was not always enough; inconclusive = no clear call, values can overlap the other calls;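 also: yeast W303a lacking pdr1 and pdr3 grown in galactose medium; growth measured after three days at 30 °C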
Yp Topo-I inh: blocks Yersinia pestis topoisomerase I activity | Y. pestis Topo-I cleavage product accumulation, plate reader | activity, % at 10 µM | 0.064% of 360,000 active | AID 504884; in the data active = activity above about 50%, passing the limit was not always enough; inconclusive = no clear call, values can overlap the other calls; also: inactives centre near 2
BoNT A protease: BoNT A light chain protease inhibition; inhibition, % at 10 µM; 0.17% of 360,000 active; multiplex microsphere protease substrate cleavage, flow cytometry; also: plate controls were buffer without enzyme for full effect and enzyme alone for no effect
* marks the source's active call; other numbers are inactive results; i = inactive; ? = inconclusive; / = not tested or not shown; & = joins results of further samples. Rule as the data show it, unless noted: active = inhibition above about 30%; inconclusive = no clear call, values can overlap the other calls; inactive = below that.

mol	PrPC TRFRET	TcdB inh	Anthrax LF inh2	SSB-PriA inh	Vc quorum ag	SARS 3CLpro inh	PfHsp40 yeast	Yp Topo-I inh	BoNT A protease
O=c1c2oc3ccccc3c2[nH]c(=S)n1-c1ccccc1	6.0	/	0.7	2.6	-0.3	4.6	2.5	6.7	0.1
COc1ccc(NC(=S)N2CCCC2)cc1OC	5.9	0.3	-7.9	-5.4	-0.3	0.9	-2.1	-4.9	0.5
COc1cc2ncnc(NCc3ccc(C)o3)c2cc1OC	-3.3	-2.3	-0.1	-4.9	i	3.3	0.9	-18.4	-1.0
C[C@H](CO)N1C[C@H](C)[C@@H](CN(C)S(=O)(=O)c2ccc(F)cc2)Oc2c(NS(=O)(=O)c3ccccc3)cccc2C1=O	-4.4	-1.0&1.0	-9.1	-5.4	-2.0	/	-0.4	5.8	-0.2
COc1cccc(N2CCN(C3CC(=O)N(c4ccc(F)c(Cl)c4)C3=O)CC2)c1 (stereo not drawn)	-1.1	/	-1.1	-7.0	2.1	-2.2	-0.3	3.0	-0.2
CCOC(=O)NC(=O)/C(C#N)=N\Nc1cccc(Cl)c1	6.8	3.4	-1.8	/	-0.4	3.6	-0.3	-7.6	-0.6
COP(=S)(OC)c1c(C)nn(CCC#N)c1NC(=O)c1ccc(Cl)cc1	10.3	1.4	-1.8	-5.3	-0.5	-1.5	-0.5	5.6	-5.8
CNS(=O)(=O)c1ccc(C)cc1	7.1	/	-0.7	-24.8	2.9	-0.6	0.4	-14.5	-0.3
COc1ccc(N(C(=O)Cc2cccs2)C2C=CS(=O)(=O)C2)cc1 (stereo not drawn)	1.1	0.3	-1.1	-15.9	-1.4	-1.1	0.8	-3.8	0.8
COc1ccc(CN2C(=O)c3ccccc3C2=O)cc1C(=O)N(C)CC(=O)Nc1ccc(F)cc1	-4.0	0.7	-4.2	0.3	1.5	/	0.7	11.8	-0.8
COc1ccccc1Oc1ncnc2sccc12	-2.4	7.1	0.0	-6.5	-0.8	-2.0	-1.4	2.8	4.8
CNc1ncnc2c1ncn2[C@H]1CN(Cc2ccc(Cl)cc2)C[C@@H](CO)O1	-0.9	2.9	2.0	/	0.8	/	/	-0.9	0.0
COc1ccc(Nc2nc3c(c(=O)n(C)c(=O)n3C)n2CCO)cc1	-5.6	/	-3.0	-4.1	i	-6.1	0.2	-5.5	0.1
COc1ccc(/C=N/Nc2nc3ccccc3[nH]2)c(OC)c1OC	-1.1	0.7	-4.5	i	-1.4	-3.1	-0.5	-20.7	?
CN1C(=O)C(=O)/C(=C(/O)c2ccc(Br)cc2)C1c1ccc(Cl)cc1 (stereo not drawn)	-1.2	-1.2	-5.0	/	-0.9	-1.1	1.0	-3.2	-3.0
Cc1ccc(C)c(N2CN(Cc3ccco3)CNC2=S)c1	7.2	/	-5.5	-4.0	-0.2	5.2	0.1	3.4	1.4
Cc1ccc(CNC(=O)c2ccc(N3CCC4(CC3)CC(c3cccc(Br)c3)=NO4)c(NC(=O)c3ccc(Br)cc3)c2)cc1	-2.6	-0.8	-7.6	-2.1	i	/	1.2	3.2	-0.5
CC(C)(C)NC(=O)Cn1cc(C#N)c2cc(Br)ccc21	-0.8	/	0.5	-17.7	-0.4	-8.2	-0.4	0.8	1.6
CC(=O)N1CCC(C(=O)c2ccc(Cl)cc2)CC1	0.9	/	-5.9	-6.9	-0.4	2.2	-1.1	4.9	0.7
CC(Sc1nc(-c2ccco2)nc2c1c(=O)n(C)c(=O)n2C)C(=O)O (stereo not drawn)	-1.5	-0.2	-3.6	-0.3	-0.1	0.8	-0.4	-0.3	-0.6
CCOC(=O)C1CCN(C(=O)CCc2nc3sc4c(c3c(=O)[nH]2)CCCC4)CC1	-1.7	1.1	-5.0	-2.6	0.7	/	/	3.2	4.5
CCN(CC)CCCNC(=S)N1CCN(c2nc(-c3ccccc3)cs2)CC1	-16.2	0.7	4.1	6.4	0.3	-0.5	0.5	2.4	-2.0
COC(=O)C1CCN(C(=O)COC(=O)c2n[nH]c3ccccc23)CC1	3.0	/	-1.1	-8.6	-0.5	-5.9	?	0.0	1.4
O=C(c1ccncc1)c1ccc(Br)cc1	-12.0	/	3.6	-13.0	-0.3	-3.1	-0.7	-1.2	-1.4
COc1cc(NC(=O)c2cccs2)c(OC)cc1NC(=O)c1cccs1	/	/	-3.4	4.8	-0.2	8.3	-2.1	19.6	-1.4
Cc1ccc(NC(=O)CNc2cccc(S(=O)(=O)N3CCCCC3)c2)cc1F	10.8	0.3	-1.3	-6.6	i	/	/	-1.7	-11.4
CCn1cc([N+](=O)[O-])c(C(=O)N2CCOCC2)n1	-3.8	/	-1.6	0.9	i	1.6	-1.5	1.2	-0.7
CCOc1ccc(CCNC(=O)COC(=O)CNS(=O)(=O)c2ccc(NC(C)=O)cc2)cc1OCC	3.5	2.8	-6.1	3.9	-1.4	/	-0.9	7.4	3.8
CCN(CC(=O)NC1CCS(=O)(=O)C1)C(=O)c1cc(OC)c(OC)c(OC)c1 (stereo not drawn)	-3.0	0.2	-3.0	-9.4	i	/	1.6	3.9	0.1
CC(NC(=O)c1ccccc1SCC(=O)N1CCCC1)c1ccccc1 (stereo not drawn)	5.8	0.8	3.9	-1.1	-10.6	/	0.2	-4.1	-11.2
Cc1cccc(NC(=O)CN(CC2CCCO2)C(=O)c2cc3ccccc3o2)c1C (stereo not drawn)	-1.9	1.4	-1.4	-7.4	i	/	1.3	22.2	2.3
O=C(COC(=O)c1ccc(S(=O)(=O)Nc2ccccc2)cc1)NCCC1=CCCCC1	-0.1	-0.7	1.9	-8.1	i	5.6	0.6	27.5	0.4
COc1ccc2[nH]c(=O)c(CN(C(=O)C3CCCO3)c3ccc(C)c(C)c3)cc2c1 (stereo not drawn)	7.3	-1.6	0.0	-3.6	-0.1	-4.7	0.5	15.8	0.4
N=C1/C(=C\c2ccc(-c3cccc(C(=O)O)c3)o2)C(=O)N=C2SC=C(c3ccccc3)N12	5.1	-0.3	-3.9	-4.2	i	7.1	0.6	-19.5	0.1
CCn1c(SCC(=O)N2CC(C)OC(C)C2)nc2c([nH]c3ccccc32)c1=O (stereo not drawn)	7.3	-0.7	0.7	-7.6	1.0	-0.9	0.3	5.6	-1.5
COc1ccc(OC)c(NC(=O)COC(=O)c2ccc(S(=O)(=O)N3CCOCC3)cc2)c1	1.7	/	-6.3	4.9	2.8	-0.5	4.0	20.0	-0.4
CCCCC(CC)c1nnc(NC(=O)c2cccs2)s1 (stereo not drawn)	2.5	2.0	-8.0	-5.2	-0.3	0.6	264.2*	-11.0	-0.4
COC(=O)CSc1nc(C)c(C(C)=O)cc1C#N	1.6	/	-0.1	-11.4	i	-2.2	0.8	-10.0	?
COc1ccccc1NS(=O)(=O)c1cc(NC(=O)c2cc[n+]([O-])cc2)ccc1N1CCCC1	-17.4	-7.1	-4.4	15.8	-0.4	5.1	0.1	4.0	0.5
NCCCC[C@H](N[C@@H](CCc1ccccc1)C(=O)O)C(=O)N1CCC[C@H]1C(=O)O	12.6&-1.9	1.5&-0.3	-4.3&-1.1	15.1	i	-3.8	-0.8&0.1	1.6&-0.6	0.0&0.3
CCOC(=O)c1cnc2cc(C)nn2c1-c1ccccc1	0.5	/	3.5	1.3	3.2	-5.0	-0.1	8.2	0.0
CCOC(=O)c1ccccc1NC(=S)N1CCN(C2CCCCC2)CC1	7.1	-5.8	-3.0	9.0	2.6	1.9	-1.6	13.8	-1.1
CC(C)CN(C(=O)COC(=O)c1cnccn1)c1c(N)n(Cc2ccccc2)c(=O)[nH]c1=O	-2.9	1.2	/	-10.7	-0.4	/	0.9	4.0	/
COc1cccc(CNC(=O)COC(=O)c2c(NC(C)=O)sc(C)c2C)c1	2.8	0.4	0.8	-4.8	-13.0	/	-1.2	0.0	0.4
Cc1ccc(NC(=O)c2cc3ccccc3o2)cc1Cl	2.2	2.8	22.3	-49.2	-0.3	4.8	0.8	0.4	-1.0
CCCn1c(=O)c2ccccc2n2c(SCCNCCO)nnc12	8.0	0.8	3.7	-0.1	0.8	-3.4	-0.8	-9.9	-3.9
Cc1ccc(O)c(C(=O)c2cnn(-c3ccccc3)c2)c1	3.3	/	1.0	8.5	-0.3	0.2	-0.4	13.5	0.2
Cc1cccc(OCCCCCNCCO)c1	-5.6	/	-0.9	-6.7	i	-3.3	-1.2	4.4	-1.8
COC(=O)c1c(N2C(=O)CC(Sc3ncccc3C(=O)O)C2=O)sc(C)c1C (stereo not drawn)	3.9	-2.6	-3.1	-1.2	-2.1	5.5	1.9	-3.3	-0.6
COc1ccc(CCNC(=O)C(=O)NCC2OCCN2S(=O)(=O)c2cc(F)ccc2F)cc1 (stereo not drawn)	5.2	0.7	1.3	-4.6&7.0	-0.2	-4.2	-1.7	7.8	-0.3
Cc1ccc2c(c1)N(Cc1ccccn1)C(=O)C(C)O2 (stereo not drawn)	-2.1	-0.8	-1.5	-0.7	-0.6	-11.6	-1.4	-0.7	-3.7
COCCN(Cc1cc2cc3c(cc2nc1Cl)OCO3)C(=O)Nc1ccccc1OC	7.3	/	1.1	-10.6	7.1	-0.4	-0.1	-3.1	0.6
COc1ccccc1C(=O)N=C1NC(=O)CC2C(=O)NCCN12 (stereo not drawn)	-2.1	-0.7	-2.1	-8.7	i	2.1	-0.7	2.1	0.2
COc1ccc([N+](=O)[O-])cc1NC(=O)C1CCCCC1C(=O)O (stereo not drawn)	-16.4	0.8	2.6	1.5	-0.5	-2.6	-0.2	-2.1	5.0
Cc1ccc(/C=C(\C#N)C(=O)Nc2cccc(C)n2)cc1	3.7	-0.5	-9.6	-9.3	i	-0.2	1.4	-3.9	-2.7
Cc1cccc2c1N(C)C(=O)C2=O	-8.8	5.6	2.6	-32.0	-0.2	-2.5	-0.3	1.2	-0.2
COC/C=C/C1=CC2=CC(=O)C(C)(OC(=O)c3cnc4ccccc4n3)C(=O)C2=CN1CCCOC(C)C (stereo not drawn)	-5.7	-0.4	-26.5	-11.7	0.6	/	-1.2	16.0	1.3
CN(C(=O)c1ccccc1C(=O)OCC(=O)Nc1ccc(OC(F)F)cc1)c1ccccc1	-4.2	-6.0	?	6.4	i	/	-0.6	4.0	-1.0
N#Cc1c(N)nc(SCC(=O)NCCc2ccccc2)c(C#N)c1-c1cccs1	3.6	/	-1.5	-2.4	-2.8	4.7	-0.5	2.8	-0.6
COC(=O)c1sccc1NC(=S)N1CCN(c2ccccc2)CC1	-6.3	/	-7.2	-3.4	-0.3	3.5	-0.2	20.7	0.3
CCC1(C)Cc2sc3c(=O)[nH]c(=S)[nH]c3c2CO1 (stereo not drawn)	-5.5	4.8	4.4	-19.2	-0.6	-0.3	-0.1	7.6	2.2
CN1/C(=C\C=C(/C#N)C(=O)Nc2ccccc2F)C(C)(C)c2ccccc21	5.2	/	2.9	-7.4	i	-0.5	-1.3	-3.8	1.2
CC1CCN(C(=O)CCl)CC1	3.9	0.0	-3.0	-8.7	-0.2	-2.6	1.7	-0.5	-0.7

Some entries already given with just TcdB inh, Anthrax LF inh2 and SARS 3CLpro inh:
compound,TcdB inh,Anthrax LF inh2,SARS 3CLpro inh
COC/C=C/C1=CC2=CC(=O)C(C)(OC(=O)c3cnc4ccccc4n3)C(=O)C2=CN1CCCOC(C)C (stereo not drawn),-0.4,-26.5,/
CN(C(=O)c1ccccc1C(=O)OCC(=O)Nc1ccc(OC(F)F)cc1)c1ccccc1,-6.0,?,/
N#Cc1c(N)nc(SCC(=O)NCCc2ccccc2)c(C#N)c1-c1cccs1,/,-1.5,4.7

A portion of the library. The share of hits here may be higher or lower than overall.
